# RSV CPE inhibition = inhibition of RSV-induced cytopathic effect – HEp-2 cells, primary 10 µM value included (AID 2391); 0.13% of 310,000 active; one-dose CPE inhibition, % at 10 µM; IC50 in µM for titrated hits; HEp-2 cells, RSV-induced CPE inhibition; higher % means a stronger effect; in the data active = a potency from the dose series; inconclusive = CPE inhibition mostly from about 23% at the one dose, without a potency; inactive = the rest, 99 in 100 with CPE inhibition below about 21%; note: strong numbers were not always called active
# WT yeast gro inh = growth inhibition of WT yeast, mitochondrial fusion screen | mitochondrial fusion phenotypic screen, WT strain | inhibition, % at 10 µM | 2.1% of 190,000 active; in the data active = inhibition above about 58%; tested in S. cerevisiae
# SIAH1 antagonists = blockers of Siah-1 interaction with plectin peptide – biochemical, fluorescence polarization, rhodamine-plectin, uHTS, primary screen (AID 1817). Siah-1 / rhodamine-plectin peptide fluorescence polarization; higher % means a stronger effect. displacement, % at 20 µM, or IC50 in µM where a hit was titrated. 0.02% of 290,000 active;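 active = displacement of at least 50% at 20 µM, with a fluorescence ratio check between 0.3 and a set limit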;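 note: plate controls were Siah plus tracer with DMSO for no effect and tracer alone without Siah for full effect; strong numbers were not always called active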
# Myeloid diff MLP = compounds promoting myeloid differentiation. ER-HoxA9 myeloid progenitors, lysozyme-GFP differentiation, flow cytometry. AID 624256. 1% of 360,000 active. calls only at 10 µM;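 active = normalized GFP-positive differentiation at or above the plate's own cutoff, the solvent-only control mean plus 3 SD; inconclusive = no clear call, values can overlap the other calls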;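 note: cells exposed to compound for four days before flow analysis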
# TNAP activation fold = stimulation of alkaline phosphatase TNAP activity – biochemical, luminescent, no phosphate acceptor, uHTS, primary screen (AID 1001) | activation fold at 20 µM, or EC50 in µM where a hit was titrated | purified TNAP, luminescent activation assay, no phosphate acceptor; higher activation fold means a stronger effect | 0.03% of 200,000 active; in the data active = activation fold from about 3, or a potency from the dose series; inactive = the rest, 99 in 100 with activation fold below about 1.6; note: many of its hits are not listed in these tables
# PMI inhibitors = MPI enzyme activity inhibition – biochemical, fluorescence intensity, coupled assay, primary screen (AID 1209). purified PMI enzyme, coupled fluorescence intensity; higher % means a stronger effect. inhibition, % at 20 µM, or IC50 in µM where a hit was titrated. 0.42% of 190,000 active;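 note: plate controls were DMSO vehicle for no effect and wells lacking substrate for full effect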
# PhoP inhibition = PhoP-dependent GFP reporter repression – Salmonella Typhimurium, primary screen (AID 1863); S. Typhimurium PhoP-regulated promoter GFP reporter, 4 h; higher % means a stronger effect; inhibition, % at 50 µM, or IC50 in µM where a hit was titrated; 0.16% of 300,000 active;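 active = inhibition over 29.93%, a cutoff 3 SD above the screen mean, later confirmed by dose response; inconclusive = inhibition over 29.93% but no dose response follow-up; inactive = inhibition at most 29.93% or unconfirmed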;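 note: 0% = low Mg2+ inducing control and 100% = high Mg2+ repressing control; strong numbers were not always called active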
# XIAP displacement = XIAP antagonists, biochemical, IAP family, fluorescence polarization (AID 1018). XIAP BIR domain, fluorescence polarization peptide displacement; higher % means a stronger effect. one-dose displacement, % at 20 µM; IC50 in µM for titrated hits. 0.007% of 200,000 active; in the data active = displacement above about 50%; note: a part of the inactive calls stands beside numbers as strong as those of hits
# human PMI inhibitors = human PMI inhibitors, high substrate, primary screen, biochemical, fluorescence intensity, high mannose 6-phosphate (AID 1220) | recombinant PMI enzyme, coupled fluorescence intensity; higher % means a stronger effect | 0.66% of 190,000 active | inhibition, % at 20 µM, or IC50 in µM where a hit was titrated
# WT yeast gro inh mutant strain = also measured in WT yeast gro inh; calls as there; inhibition, %; mitochondrial fusion phenotypic screen, mutant strain inhibition
# Myeloid diff MLP GFP+ MAC1+ % = second read-out of Myeloid diff MLP, no call of its own (marks repeat the call); GFP+ MAC1+ double positive, %; measured here: differentiation confirmed by MAC1 staining
# Numbers without * were called inactive; i = inactive; u = inconclusive; x = no result given. Cut-off read from the data, not from the text of the source, unless noted: active = inhibition above about 50%; inactive = the rest.
SMILES,RSV CPE inhibition,WT yeast gro inh,WT yeast gro inh mutant strain,SIAH1 antagonists,Myeloid diff MLP,Myeloid diff MLP GFP+ MAC1+ %,TNAP activation fold,PMI inhibitors,PhoP inhibition,XIAP displacement,human PMI inhibitors
Cc1cc(=O)oc2cc(OCC(=O)NCc3ccco3)ccc12,1.8%,1,8,10%,i,1.3,1.1,-3%,2%,-6.8%,-1%
Cc1ccc(NC2=C(N3CCCCC3)C(=O)c3ccccc3C2=O)cc1,1.9%,-7,-10,3%,x,x,1,-12%,-6%,-7.1%,15%
CCOC(=O)c1[nH]c(C=O)c(C(=O)OCC)c1C,0.7%,-9,6,-2%,x,x,0.9,x,-7%,-2.7%,x
CCc1ccc2nc(NC(=O)CSCc3c(C)noc3C)sc2c1,u,6,4,-2%,i,1.6,1,1%,0%,31%,10%
O=C1C(C=NCc2ccncc2)=C(O)c2ccccc21,-0.3%,-2,7,4%,i,1.5,1.1,8%,1%,-3.9%,7%
O=C1N/C(=C/c2cccn2-c2ccc(F)cc2)C(=O)N1Cc1ccccc1,2.3%,-3,7,-3%,i,7.7,1,-2%,1%,-2.9%,-28%
O=C(NCC1CCCO1)c1ccc2c3n(nc2c1)-c1ccccc1CO3 (stereo not given),4.5%,x,x,-3%,i,0.9,x,x,3%,x,x
O=c1c(Cc2ccc(F)cc2)c(O)ccn1CCc1cnc[nH]1,1.0%,-12,-5,2%,i,0.4,0.9,-5%,-11%,-6.9%,4%
C[C@@H](C(=O)NCCc1ccc(F)cc1)N1C(=O)N2CCc3c([nH]c4ccccc34)[C@@]2(C)C1=O,3.7%,x,x,-1%,i,2.7,x,x,12%,x,x
O=C(O)CCCCCNC(=O)c1ccc(Br)cc1,3.5%,-3,-3,0%,i,1.9,1.2,-4%,-8%,0.0%,-9%

# 2 compounds from above, limited to PMI inhibitors.
compound | PMI inhibitors
CCc1ccc2nc(NC(=O)CSCc3c(C)noc3C)sc2c1 | 1%
O=C1C(C=NCc2ccncc2)=C(O)c2ccccc21 | 8%

# Continuation.
SMILES,RSV CPE inhibition,WT yeast gro inh,WT yeast gro inh mutant strain,SIAH1 antagonists,Myeloid diff MLP,Myeloid diff MLP GFP+ MAC1+ %,TNAP activation fold,PMI inhibitors,PhoP inhibition,XIAP displacement,human PMI inhibitors
CC(=O)Nc1ccc(C(=O)CSc2nnnn2C)cc1,1.4%,x,x,-2%,i,0.2,x,x,-3%,x,x
O=C(N/N=C/c1cn(-c2ccccc2)nc1-c1cccs1)c1ccncc1,u,4,-10,-2%,i,0.1,1.1,6%,12%,-0.7%,20%
CC(C)C(=O)Nc1nc(-c2ccc3c(c2)CCN3C(=O)C2CC2)cs1,0.8%,x,x,-2%,i,0.8,x,x,2%,x,x
O=C(O)C1(P(=O)(c2ccc(Cl)cc2)c2ccc(Cl)cc2)CC1,4.0%,4,-2,2%,i,0.3,1.1,1%,-4%,-5.5%,-10%
Cc1ccc(C(=O)NCc2ccco2)c(C)c1,-0.2%,x,x,2%,i,0.6,x,x,-3%,x,x
CCCn1c2ccccc2c2cnn(CC(=O)NCCN(CC)CC)c(=O)c21,1.4%,x,x,-3%,i,0.5,x,x,-7%,x,x
O=C1Nc2ccccc2C(O)(C(=O)NCc2ccc3c(c2)OCO3)N1c1ccc(Cl)c(Cl)c1 (stereo not given),1.3%,-27,-1,0%,i,1.2,1.1,13%,8%,-2.6%,10%
Cc1cc2[nH]c(=O)c(=O)[nH]c2cc1S(=O)(=O)Nc1cccc(F)c1,4.2%,x,x,13%,i,0.2,x,x,-8%,x,x
O=C(N1CCCCC1)C1(c2ccccc2)CCOCC1,3.2%,4,5,-6%,x,x,1.1,8%,-9%,-3.8%,-1%
O=C(CC12CC3CC(CC(C3)C1)C2)NC(=S)Nc1ccc(CN2CCOCC2)cc1,-1.1%,2,35,4%,i,0.6,1.1,18%,-1%,-2.4%,13%
Cc1[nH]c2ccccc2c1SCC(=O)NNC(=O)Nc1ccc(OC(F)(F)F)cc1,6.5%,x,x,11%,i,0.6,x,x,2%,x,x
COc1ccc(OC)c(CNC(=O)C2CCCN(c3nc4ccccc4o3)C2)c1 (stereo not given),-0.3%,-5,-5,-7%,i,0.8,1.1,-8%,-3%,-6.3%,-13%
Cc1ccccc1N1CC(c2nc3ccccc3[nH]2)CC1=O (stereo not given),0.7%,18,22,4%,i,2.6,1.2,13%,-6%,-2.5%,7%
CC(C)[C@H](NC(=O)CCCn1nnc2ccccc2c1=O)C(=O)O,0.5%,x,x,2%,i,0.3,x,x,-9%,x,x
O=C1C(C=Nc2ccccc2)=C(O)c2ccccc21,1.5%,x,x,0%,i,0.7,1.1,3%,-4%,2.3%,-6%
COC(=O)C1=C(C)N(C2CCCCC2)C(=O)/C1=C\c1cccs1,-0.5%,24,14,19%,i,0.3,1,-1%,0%,-2.5%,9%
COc1ccc(OCC(=O)N(Cc2sccc2C)C2CCS(=O)(=O)C2)cc1 (stereo not given),2.5%,x,x,3%,i,2.7,x,x,-2%,x,x
Nc1cccc(C(=O)OCC(=O)Nc2cccc3c2C(=O)c2ccccc2C3=O)c1,5.4%,14,-29,13%,i,0.3,1.1,2%,-4%,-12%,17%
Cc1ccc(S(=O)(=O)N2CCC(C(=O)N/N=C/c3ccccc3[N+](=O)[O-])CC2)cc1,4.4%,-5,1,5%,i,1.2,1.1,11%,5%,-4.7%,0%
COc1ccc(CNC(=O)C2CCN(C(=O)[C@@H](CC(C)C)NC(=O)OC(C)(C)C)CC2)cc1,x,-1,17,-4%,i,1.0,1.1,-1%,-6%,2.9%,-2%
N#CCSCC(=O)Nc1ccccc1,0.3%,-4,-16,-6%,i,0.6,1.1,8%,7%,1.4%,4%
O=C(NNC(=O)C1CC1c1ccccc1)Nc1ccccc1 (stereo not given),1.5%,9,-5,1%,i,0.5,1.1,16%,-5%,-0.9%,4%
COC(=O)C1=C(C)OC(N)=C(C#N)C1c1ccccc1 (stereo not given),0.9%,7,-5,-4%,i,0.4,1,-2%,1%,-3.2%,-9%
Cc1cc(Cl)cc(Cl)c1CNc1c([N+](=O)[O-])c(=O)oc2ccccc12,1.6%,-5,-14,2%,i,0.6,1.1,0%,-17%,-1.9%,2%
C/C(=N\NC(=O)CN(c1ccccc1Br)S(C)(=O)=O)c1cccs1,-1.5%,16,-13,3%,i,0.3,1.1,-6%,4%,-5.4%,-17%
CCCCCC(=O)Nc1ccc(N2CCN(S(C)(=O)=O)CC2)cc1,0.0%,-7,-3,-2%,i,7.7,1.1,-3%,8%,-6.9%,1%
Cc1ccc(C(=O)NCCN2CCCC2)cc1,0.9%,-2,2,-1%,i,0.4,1,1%,4%,-6.9%,2%
CC1CC(C)CN(C(=O)Cn2c(=O)n(CCCC(=O)NCc3ccco3)c(=O)c3sccc32)C1 (stereo not given),1.8%,x,x,3%,i,1.3,x,x,14%,x,x
CCOCC(=O)Nc1cc(C(=O)NCCc2ccccc2)ccc1Cl,-1.2%,-2,-13,-1%,i,0.0,1,-17%,-8%,-5.1%,-12%
COC(=O)Nc1nc(-c2ccccc2)c(C(=O)c2ccc(Cl)cc2)s1,2.8%,7,10,4%,x,x,1,16%,1%,-1.8%,5%
CN(C)CC(O)CN1C(=O)NC(C)(C)C1=O (stereo not given),1.8%,-16,-8,-2%,i,0.6,1.1,x,-7%,3.5%,x
O=c1c([N+](=O)[O-])c(N2CCCCC2)c2ccccc2n1-c1ccccc1,0.4%,10,14,9%,i,0.8,1.1,-5%,-14%,-0.4%,-12%
COc1ccc(-n2c(SCC(=O)N3CCCC3)nc3ccccc3c2=O)cc1,-0.2%,-10,-5,8%,x,x,1,x,10%,-1.1%,x
COC(=O)[C@@]1(Cc2ccc(F)cc2)[C@@H]2[C@@H](CC(=O)[C@H]2CC(=O)C(=O)N(C)C)CN1C(=O)c1ccccc1,-1.0%,-1,-16,-1%,i,0.6,1,10%,-3%,-10%,20%
C/C(N)=C(/C#N)C(=O)COC(=O)c1ccccc1Oc1ccccc1,2.4%,1,3,0%,i,0.3,1.1,-1%,2%,-1.2%,-2%
COc1ccc2nc(SCC(=O)NC(C)C)[nH]c2c1,1.3%,-6,-13,2%,i,1.5,1.1,5%,0%,-3.5%,5%
COc1cc2c(=O)n(CCC(=O)NCC3CCCO3)c(=O)n(CC(=O)Nc3ccc(C)cc3)c2cc1OC (stereo not given),4.7%,x,x,1%,i,0.9,x,x,-6%,x,x
C=CCC(C(=O)OC)(C(=O)OC)c1ccc([N+](=O)[O-])cn1,3.7%,66*,-16*,2%,i,0.7,1,-10%,2%,-1.5%,-6%
COc1ccc(NC(=O)Cn2c(C(C)C)nc(C)cc2=O)cc1Cl,12%,-6,5,31%,i,0.5,1,-17%,-9%,-5.3%,-20%
CCCOc1ccc(C2Nc3cccc4cccc(c34)N2)cc1,u,x,x,-1%,i,0.8,x,x,7%,x,x
Cc1ccc(C)c(C(=O)CSc2nc(C)cc(=O)[nH]2)c1,2.7%,x,x,-2%,i,0.5,x,x,6%,x,x
CCc1nnc(NS(=O)(=O)c2ccc(NC(=O)CCC(=O)OC)cc2)s1,2.5%,x,x,2%,i,0.7,x,x,3%,x,x
Cc1c2cnn(-c3ccccc3)c(=O)c2c(C)n1CCCC(=O)N1CCN(C)CC1,0.9%,1,4,-3%,i,2.9,0.8,-9%,7%,-18%,4%
Cc1onc(-c2ccccc2Cl)c1C(=O)Oc1cccc2cccnc12,0.8%,-8,4,-6%,i,0.3,1,7%,1%,-4.6%,37%
CCOC(=O)N1CCN(c2c(NCCCN(C)c3ccccc3)c(=O)c2=O)CC1,-0.9%,-9,-7,-1%,i,1.7,1.1,1%,3%,0.5%,3%
Cc1ccc(NC(=O)CCC(=O)NNC(=S)Nc2ccc(F)cc2)c(C)c1,0.5%,x,x,7%,i,0.6,x,x,-1%,x,x
Cc1ccccc1-c1nn(-c2ccc(F)cc2F)cc1CNCCCO,-2.0%,14,-6,9%,i,0.3,1.1,6%,8%,-4.1%,6%
COc1ccc(C(=O)Nc2nc3ccccc3c(=O)[nH]2)cc1,1.4%,-2,-25,-2%,i,0.0,1,-2%,1%,-4.2%,-6%
CCOc1ccc2nc(NC(=O)Cn3[nH]c(=O)c4ccccc4c3=O)sc2c1,1.8%,x,x,-6%,i,1.1,x,x,-4%,x,x
COCCNC(=O)C(=O)NCC1OCCN1C(=O)c1ccc(Cl)cc1 (stereo not given),1.6%,17,-19,7%,i,2.3,1.1,-7%,11%,-2.4%,-5%
CC(=O)Nc1ccc(S(=O)(=O)Nc2cccc(N(C)S(C)(=O)=O)c2)cc1,0.6%,-3,-1,-3%,i,2.0,1.1,1%,0%,-8.4%,-3%
CCOc1cc(NC(=S)NCCCN2CCOCC2)c(OCC)cc1NC(=O)c1ccccc1,0.1%,0,-2,2%,i,0.1,1.1,17%,3%,-3.5%,24%
CCOC(=O)c1c(CN2CCC(C)CC2)n(C)c2cc(Br)c(OC)cc12,8.8%,x,x,11%,i,0.2,x,x,-2%,x,x
